Runt-CBFb FRET: blocks binding of human RUNX1 Runt domain to CBFb. Cerulean-Runt/Venus-CBFb FRET ratio 530/480, 1 h. inhibition, % at 20 µM. 0.46% of 220,000 active;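 active = inhibition over about 50% at 20 µM in the single-dose screen, limit read from the data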;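 also: 0% = DMSO wells and 100% = excess unlabeled CBFb competitor control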
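Assay system: Cerulean-Runt domain fusion protein, energy donor; Signal: fluorescence energy transfer, 422 nm excitation, 530/480 nm emission; Timing: 1 h compound exposure, room temperature; Control set: unlabeled CBFb; Medium: Tris buffer pH 7.5 with salts and BSA; Compound: single test concentration of 20 µM, 1% DMSO final; Probe or stimulus: Venus-CBFb 100 nM.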
EP2 antag: inhibitors of human EP2 prostaglandin E2 receptor. P43116. C6 glioma cells expressing human EP2, cAMP TR-FRET; cells stimulated with saturating PGE2. inhibition, % at 25 µM. 0.52% of 260,000 active;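 active = percent inhibition above 40 after rounding to a whole number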;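 also: rat C6 glioma host cells with rolipram phosphodiesterase inhibitor present; the protocol text gives 20 µM as final concentration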
Target sequence (P43116 whole entry, looked up): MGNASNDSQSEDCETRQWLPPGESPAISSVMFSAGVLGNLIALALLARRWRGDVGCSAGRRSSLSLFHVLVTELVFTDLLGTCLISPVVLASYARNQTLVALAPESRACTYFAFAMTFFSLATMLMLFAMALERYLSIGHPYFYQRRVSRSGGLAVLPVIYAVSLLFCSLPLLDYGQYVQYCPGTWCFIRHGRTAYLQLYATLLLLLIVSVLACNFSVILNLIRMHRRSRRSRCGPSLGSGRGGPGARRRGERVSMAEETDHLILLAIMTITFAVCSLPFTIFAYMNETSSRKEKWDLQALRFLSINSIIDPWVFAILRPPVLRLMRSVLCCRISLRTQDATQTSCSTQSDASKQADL
TNF necrop inh: blocks TNF-alpha induced death of Jurkat FADD-/- cells. Jurkat FADD-/- TNF necroptosis rescue, ATP luminescence, 24 h; 0 = TNF only, 100 = no-TNF cells. activation (protection from cell death), % at 10 µM. 0.068% of 220,000 active. AID 463075;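 active = activation, meaning protection from cell death, of at least 50% relative to plate controls; inactive = activation below 50%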;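 also: necroptosis triggered by 40 ng/mL TNF-alpha added together with compound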
L929 necroptosis: blocks zVAD induced death of L929 cells; L929 zVAD necroptosis rescue, ATP luminescence, 24 h; with zVAD 60 µM; viability rescue, % at 10 µM; 0.38% of 220,000 active;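 active = activation, scaled between plate controls, above about 75%, limit read from the data; inactive = activation under that limit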;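 also: 0% = zVAD with DMSO and 100% = DMSO alone without zVAD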
Hck Nef HTS: inhibitors of human Hck kinase activated by Nef. P08631. Recombinant Hck-YEEI plus Nef, Z-Lyte FRET kinase assay. inhibition, % at 20 µM. 0.68% of 220,000 active. AID 463187;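 active = Hck-Nef kinase inhibition above about 50%, limit read from the data; inactive = inhibition below that limit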;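 also: 0% = DMSO with Hck plus Nef and 100% = Hck alone without Nef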
Target sequence (P08631 whole entry, looked up): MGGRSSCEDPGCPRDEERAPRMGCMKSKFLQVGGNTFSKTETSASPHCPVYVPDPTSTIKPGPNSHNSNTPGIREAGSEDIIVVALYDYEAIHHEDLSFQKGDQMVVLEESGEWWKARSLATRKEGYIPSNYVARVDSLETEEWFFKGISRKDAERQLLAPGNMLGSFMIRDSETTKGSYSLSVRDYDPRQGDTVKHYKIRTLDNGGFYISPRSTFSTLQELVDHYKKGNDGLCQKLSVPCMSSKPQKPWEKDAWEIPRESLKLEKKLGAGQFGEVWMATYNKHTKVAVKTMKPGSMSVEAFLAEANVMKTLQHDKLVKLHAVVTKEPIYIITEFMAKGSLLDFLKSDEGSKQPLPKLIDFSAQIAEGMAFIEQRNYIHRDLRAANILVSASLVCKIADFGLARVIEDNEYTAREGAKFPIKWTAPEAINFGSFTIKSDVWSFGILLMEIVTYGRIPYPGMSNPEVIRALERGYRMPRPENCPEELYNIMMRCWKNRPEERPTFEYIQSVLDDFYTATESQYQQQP
Runt-SMMHC FRET: Runt domain-CBFb-SMMHC interaction inhibition | 0.74% of 220,000 active | inhibition, % at 20 µM | Q01196+Q13951 | AID 1434 | Cerulean-Runt/Venus-CBFb-SMMHC FRET ratio 530/480, 1 h;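 active = mean inhibition across duplicate retests at 20 µM reaching about 50%, limit read from the data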;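 also: 0% = DMSO wells and 100% = wells with excess untagged CBFb-SMMHC; inhibitors lower the FRET ratio by blocking Runt binding to CBFb-SMMHC; some results filed as inactive read as strong as hits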
PERK inh: inhibitors of human PERK kinase | inhibition, % at 5.6 µM | 0.17% of 220,000 active | CHO PERK-DD fusion, SEAP luminescence translation reporter | Q9NZJ5;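 active = inhibition above the mean inhibition of all tested compounds plus 3 SD, set separately per screening campaign, cut at about 2.9% in these data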;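 also: PERK kinase domain activated by AP20187 dimerizer at 100 nM; 0% = DMSO with dimerizer and 100% = rapamycin at 8.4 µM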
RBBP9 inh: human RBBP9 hydrolase inhibition | 0.2% of 220,000 active | recombinant RBBP9, FP-Rh probe fluorescence polarization | inhibition, % at 7.94 µM;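 active = inhibition above the campaign mean of all tested compounds plus 3 SD, cut at about 14% in these data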;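 also: plate controls were DMSO wells with RBBP9 for no effect and wells lacking RBBP9 protein for full effect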
Target sequence (O75884 whole entry, looked up): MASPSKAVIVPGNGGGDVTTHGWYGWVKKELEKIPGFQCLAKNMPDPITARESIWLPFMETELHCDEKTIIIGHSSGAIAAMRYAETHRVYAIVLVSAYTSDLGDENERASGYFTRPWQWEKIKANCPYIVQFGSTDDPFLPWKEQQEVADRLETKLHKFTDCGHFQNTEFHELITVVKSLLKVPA
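Controls: DMSO-treated enzyme wells and wells lacking RBBP9 | Material: RBBP9 protein | Technique: Fluorescence polarization | Replication: Single well per compound, no replicates | Buffer or medium: Tris-NaCl-Pluronic buffer, pH 8.0 | Timing: 30 min compound preincubation, 45 min probe labeling, 25 °C | Read-out basis: Percent inhibition from mP, scaled between DMSO and no-protein wells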
EP2 modulator: modulators of human EP2 prostaglandin E2 receptor | AID 940 | EP2-expressing cells, cAMP HTRF FRET, PGE2 co-stimulation | induction, % at 25 µM | 0.83% of 260,000 active | P43116;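 active = compounds whose cAMP rise, as percent of the full-agonist control response, exceeds 60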;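 also: rat C6 glioma line stably carrying human EP2 under a CMV promoter; the protocol text gives 20 µM as final concentration; 100% = response of wells given 1 µM PGE2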
* = called active by the depositor; nt = not tested or not shown; & = joins results of further samples. Only part of the results is shown; count on the stated rates, not on these rows.

structure	Runt-CBFb FRET	EP2 antag	TNF necrop inh	L929 necroptosis	Hck Nef HTS	Runt-SMMHC FRET	PERK inh	RBBP9 inh	EP2 modulator
CCNC(=O)c1ccc(OCC(=O)Nc2ccc(F)cc2)c(OC)c1	-1	3	1.1	-0.3	0	-3	0.6	-9	-5
O=C(O)C1CC1C(=O)Nc1cc(F)ccc1F (stereo not given)	0	5	0.1	-0.1	-1	3	-0.4	-2	20
NC(=S)Cc1nc(-c2ccc(Cl)cc2)cs1	1	9	-1.2	-0.2	31	-10	0.4	-11	-23
Cc1cc(C)c(S(=O)(=O)Nc2ccc(N3CCOCC3)cc2)c(C)c1	3	7	1.6	-0.9	29	4	1.0	-6	-26
CCN(CC)CCN1C(=O)C(O)=C(C(=O)c2ccc(C)o2)C1c1ccccn1 (stereo not given)	nt	10	-1.1	-0.4	6	nt	0.8	0	nt
COc1ccccc1NC(=S)N(CCc1ccc(OC)c(OC)c1)Cc1ccccn1	1	4	0.6	0.2	8	2	-0.9	-13	12
C#CCOCCOCCOCCNc1nc(N2CCN(C(=O)[C@H](CCC(=O)O)n3cc(C(N)CO)nn3)CC2)nc(N2CCN(C(=O)[C@H](CCC(=O)O)n3cc(C(N)CC(C)C)nn3)CC2)n1 (stereo not given in full)	2	3	1.3	0.7	16	-4	nt	nt	3
CC(C)C(NC(=O)c1ccc(F)cc1)C(=O)NCC1CCCO1 (stereo not given)	2	8	2.6	0.0	13	-4	1.6	-5	7
CC(=O)c1cccc(NC(=O)c2ccc(N(Cc3ccccc3)S(C)(=O)=O)cc2)c1	1	8	0.1	0.9	-17	-9	-0.7	-11	-42
Cc1ccc(SC(=O)c2c([N+](=O)[O-])c(C)nn2C)cc1	3	3	-15	1.1	5	-5	0.3	-13	-1
O=C(CCc1ccccc1)NNC(=O)Cc1ccc(Cl)cc1	0	4	1.8	2.9	23	3	1.4	0	-2
N=C(N)c1ccc(/C=C/c2ccc(C(=N)N)cc2O)cc1	-7	27	3.9	1.2	1	-29	-0.5	-4	-20
N#CCc1ccc(C(=O)c2ccccc2F)s1	-3	16	-4.0	-0.3	3	3	-0.2	-8	-12
CC(C)CC(=O)Nc1ccccc1N1CCCC1	1	6	1.6	-0.3	-1	3	-0.4	-4	13
CC(C)NC(=O)Cc1ccc(Br)cc1	1	10	12	1.5	2	0	0.3	-6	26
COc1ccc(CN(C(=O)c2ccc3c(c2)OCCO3)C(C(=O)NC2CCCCC2)c2ccc3ncccc3c2)cc1 (stereo not given)	-7	7	-5.1	0.4	-1	-2	-0.6	-3	47
COc1cc2c(=O)c(-c3ccc(O)cc3)coc2cc1OC1OC(CO)C(O)C(O)C1O (stereo not given)	0	6	1.2	1.9	-5	1	0.5	5	-7
COc1ccccc1CCn1c(N)c(C#N)c2nc3ccccc3nc21	80*	2	-4.1	-0.1	16	140*	-1.8	-11	19
CCCC(=O)Nc1nc2ccc(S(=O)(=O)N3CCCCC3)cc2s1	-2	14	-7.3	3.0	1	-2	0.1	-7	13
O=C(CNC(=O)c1cccc(F)c1)OCC(=O)N1CCCc2ccccc21	-3	7	1.5	-0.5	-5	-28	1.1	-6	26
CC(C)CCNC(=O)NC(=O)COC(=O)C1CCN(S(=O)(=O)c2ccccc2F)CC1	0	8	0.9	0.9	1	0	-0.3	-7	19
CCOCCCNc1nc2nc3ccc(C)cn3c(=O)c2cc1C(=O)NCC1CCCO1 (stereo not given)	nt	5	0.7	-1.3	199*	nt	0.4	-11	-13
COc1ccc(S(=O)(=O)NC(CCSC)C(=O)NC2CCCCC2)cc1 (stereo not given)	-2	9	-0.3	-1.3	14	0	-0.4	-6	-1
Cc1n[nH]c(=O)nc1NCCc1ccccc1	0	6	1.2	1.7	1	-3	1.4	0	6

Compound profiles (already shown). Values in the order: Runt-CBFb FRET, EP2 antag, TNF necrop inh, L929 necroptosis, Hck Nef HTS, Runt-SMMHC FRET, PERK inh, RBBP9 inh, EP2 modulator
CCOCCCNc1nc2nc3ccc(C)cn3c(=O)c2cc1C(=O)NCC1CCCO1 (stereo not given) is listed as nt, 5, 0.7, -1.3, 199*, nt, 0.4, -11, -13
O=C(CNC(=O)c1cccc(F)c1)OCC(=O)N1CCCc2ccccc21 is listed as -3, 7, 1.5, -0.5, -5, -28, 1.1, -6, 26

Next entries
structure	Runt-CBFb FRET	EP2 antag	TNF necrop inh	L929 necroptosis	Hck Nef HTS	Runt-SMMHC FRET	PERK inh	RBBP9 inh	EP2 modulator
CCn1c(COc2ccc(Cl)cc2)nnc1SCc1nc2ccccc2[nH]1	2	5	-0.9	0.8	0	4	-0.4	-4	-7
CCC(=O)Nc1nc2n(n1)C(c1ccc(OC)cc1)C=C(c1ccccc1)N2 (stereo not given)	-156	4	0.4	0.2	-5	75	-0.6	5	4
NC(=O)C1=C[C@@H](c2csc3ccccc23)C[C@@H](OCCCCO)O1	1	21	-1.9	-0.8	9	-2	1.7	2	-20
O=C(c1ccc(Br)s1)N1CCN(c2ncccn2)CC1	0	2	-2.9	-0.1	5	-1	0.3	-1	19
COC(=O)/C(=C/Nc1cccc2ccccc12)[N+](=O)[O-]	10	4	-8.1	3.0	0	-1	-0.4	10	-11
COc1ccc(-n2cc(C(=O)c3ccccc3O)cn2)cc1	0	7	1.2	5.3	27	-3	0.8	-4	-49
COc1ccc(C2C(C(=O)OCC(=O)Nc3ccc(C)cc3)CCC(=O)N2c2ccc(OC)cc2)cc1 (stereo not given)	-2	3	-0.4	0.6	-21	0	-1.2	-13	-8
COC(=O)[C@@H](Cc1c[nH]c2ccccc12)NC(=O)c1cc(=O)[nH]c2ccccc12	1	4	0.1	0.4	14	-6	2.0	2	2
COC(=O)CCCCC1SCC(NC(=O)OC)C1NC(=O)OC (stereo not given)	-3	9	-2.3	-0.7	0	-2	0.7	1	16
Cc1cc(C)c(C(=O)Cn2cnc3cc([N+](=O)[O-])ccc3c2=O)cc1C	0	6	2.6	5.2	21	0	0.9	-1	-88
CCOC(=O)c1ccc(NC(=O)Cn2c(-c3nonc3N)nc3ccccc32)cc1	1	7	0.4	0.0	20	-2	-0.1	-4	14
O=C1/C(=C/c2cccs2)SC(=S)N1NS(=O)(=O)c1ccccc1	0	5	-0.5	0.5	78*	-4	0.1	-9	-12
CCNC(=O)CN(c1ccccc1)S(=O)(=O)c1ccc(Cl)cc1	-1	4	-1.0	0.2	1	3	-0.3	3	2
S=C1NC(c2ccccc2)=CC(c2ccccc2)N1 (stereo not given)	0	9	-4.3	-0.5	-3	-2	0.8	-6	-21
Clc1ccc(-c2nnc(N3CCCC3)nn2)cc1	0	5	-0.5	1.0	3	1	1.4	-11	-14
CCOC(=O)COc1cc(N)c(Cl)cc1Cl	0	13	0.5	0.0	25	-39	1.2	8	-12
O=c1nc(SCc2c(F)cccc2Cl)nc(-c2ccccc2)[nH]1	-3	1	2.0	2.8	35	0	1.9	1	31
O=C(Nc1ncn[nH]1)c1ccccc1Br	-4	7	3.2	0.1	6	0	0.4	0	10
CCOc1ccc(N2C(=O)c3cccnc3C2Nc2ccc(C)c(C)c2)cc1 (stereo not given)	0	2	-0.2	-0.1	2	0	-1.0	2	-2
CC1Cc2cc(/C(O)=C3/C(=O)C(=O)N(CCN4CCOCC4)C3c3ccc(C(C)C)cc3)ccc2O1 (stereo not given)	0	13	0.5	0.9	26	-27	-0.4	0	51
COC(=O)C1=C(C)N(c2ccc(OC)c(OC)c2)C(=O)/C1=C\c1ccco1	-1	2	-0.2	0.6	14	-2	0.6	2	-23
CC(C)Cc1nc(N2CCOCC2)c(C#N)c2c1COC(C)(C)C2	0	4	-0.4	-0.4	1	0	-0.9	-4	45
Oc1c(C2=NCCNC(C(F)(F)F)=C2)ccc2ccccc12	-9	6	1.2	6.8	-14	-13	-0.1	-1	-48
C=CCn1c(SCC(=O)c2ccc(Br)cc2)nnc1C(C)NC(=O)Cc1ccc(OC)cc1 (stereo not given)	-2	9	1.5	0.8	0	-2	0.7	2	0
Cc1cc[n+](CC(=O)c2ccc3c(c2)OCCO3)cc1	1	13	1.5	0.5	1	3	0.2	-5	-4
Fc1ccc(NC(=S)N2CCCN(c3ccc(C(F)(F)F)cn3)CC2)c(F)c1	-2	12	-19	1.8	11	2	-0.1	-3	-21
Cc1cc(C)cc(Cn2ncc(Cl)c(Cl)c2=O)c1	4	11	-4.8	-0.8	5	3	0.9	4	5
Cc1ccc(C(=O)NC(C)c2ccc(F)cc2)cc1 (stereo not given)	1	3	1.3	2.0	1	-4	0.9	-1	-12
CC(C)CC(NC(=O)C1CCC(C)CC1)C(=O)N1CCN(c2ccccn2)CC1 (stereo not given)	0	2	-2.8	-0.8	1	-1	0.5	3	-1
Oc1ccc2ccccc2c1CN1CCN(c2ccccc2F)CC1	1	8	-1.8	0.6	7	2	1.2	-2	59
CC[C@H](NC(=O)c1c(C)c(-c2ccccc2)nc2ccccc12)c1ccccc1	1	9&12	-0.8	-1.1	15	-4	nt	nt	17&10
CC(C)(C)N(Cc1cc2ccccc2[nH]c1=O)C(=O)c1cccc([N+](=O)[O-])c1	-1	11	-0.2	-0.1	17	2	-1.1	-3	10
Cc1ccc(S(=O)(=O)/C(C#N)=C/c2c[nH]c3ccccc23)cc1	12	8	1.0	-0.2	6	34	0.7	-10	-20
Cc1csc(NC(=O)CSc2nnc(-c3ccc(Cl)cc3)n2N)n1	2	4	-1.1	0.3	9	-1	0.4	5	-31
COC(=O)CSc1[nH]c2ccc(Br)cc2c1[N+](=O)[O-]	0	17	-0.1	5.3	22	-8	-0.1	-2	-84
CCN1CCC(NC(=O)c2cc(OC)c(OC)cc2OC)CC1	2	4	-0.8	0.3	0	-4	0.7	-4	35
CCOC(=O)c1sc(Nc2nc(C)cc(OC)n2)nc1C	-2	3	1.3	1.1	-8	0	0.9	-5	13
CC(=O)c1cccc(NC(=O)c2csc(-n3nc(C)cc3C(F)(F)F)n2)c1	-3	11	-2.5	0.7	0	-4	1.3	-1	29
Cc1cc(C)nc(NC(=O)CSc2nc3ccccc3o2)n1	3	10	0.0	-0.1	-2	-1	-0.2	0	-10
CC(=O)N1CCN(c2nc(-c3ccco3)c3c(c2C#N)CC(C)(C)SC3)CC1	-12	9	-12	-0.2	6	-42	-0.8	-8	34
CC(C)n1nc(C(=O)Nc2nnc(SCc3c(Cl)cccc3Cl)s2)c2ccccc2c1=O	0	6	0.5	0.1	-2	0	1.1	-4	49
COc1cc(C)c(C(C)C)cc1S(=O)(=O)n1ccnc1	-3	3	-0.8	-0.8	7	0	0.2	-3	41
Cc1ccccc1-c1nc(CS(=O)(=O)CC(=O)N(C)C2CCCCC2)c(C)o1	0	10	-5.2	1.2	17	0	-0.6	3	-7
